Hsp90 block: displaces geldanamycin probe from tumor Hsp90. P07900. NCI-N417 lysate Hsp90, Cy3B-geldanamycin FP displacement. inhibition, % at 30 µM. 64,000 tested, 0.35% active. AID 429;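 active means inhibition above 50%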;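 further: 0% = tracer plus lysate wells and 100% = tracer alone without lysate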
* hit, by the source's call.

| No. | smiles | Hsp90 block |
| --- | --- | --- |
| 1 | C[N+](C)(C)CCOC(=O)CBr | 1 |
| 2 | NC1CCc2cc(O)c(O)cc2C1 (stereo not given) | 53* |
| 3 | C=CCN1CC[C@]23c4c5ccc(O)c4O[C@@H]2/C(=N/N=C2\CC[C@@]4(O)C6Cc7ccc(O)c8c7[C@@]4(CCN6CC=C)[C@@H]2O8)CC[C@@]3(O)C1C5 | 12 |
| 4 | CN1C2CCC1CC(OC(=O)c1cc(Cl)cc(Cl)c1)C2 (stereo not given) | 1 |
| 5 | C=CCN1CCC2(C)c3cc(O)ccc3CC1C2C (stereo not given) | 1 |
| 6 | CNc1ccc2oc(C[C@H]3O[C@@]4(CC[C@H]3C)O[C@H]([C@H](C)C(=O)c3ccc[nH]3)[C@H](C)C[C@H]4C)nc2c1C(=O)O | -3 |
| 7 | NC(=O)c1ccc(OCC(O)CN2CC=C(c3ccc(F)cc3)CC2)cc1 (stereo not given) | 2 |
| 8 | CC(C)c1cccc(C(C)C)c1O | -3 |
| 9 | CCN(CC)c1ncnc2c1ncn2[C@@H]1O[C@H](COP(=O)(O)OP(=O)(O)C(Br)(Br)P(=O)(O)O)[C@@H](O)[C@H]1O | -1 |
| 10 | Nc1ccncc1 | 1 |
| 11 | Oc1ccc2c3c1O[C@H]1c4oc5ccccc5c4C[C@@]4(O)C(C2)N(CC2CC2)CCC314 (stereo not given in full) | 1 |
| 12 | CCc1c(C(=O)OC)ncc2[nH]c3cc(OC)c(OC)cc3c12 | -2 |
| 13 | Cc1o[nH]c(=O)c1CC(N)C(=O)O (stereo not given) | -1 |
| 14 | COc1ccc2c(c1)/C(=C/c1cnc[nH]1)C(=O)N2 | -7 |
| 15 | Oc1cc2c(cc1O)[C@H]1c3ccccc3CN[C@@H]1CC2 | 44 |
| 16 | CCCN1CCC[C@@H](c2cccc(O)c2)C1 | 3 |
| 17 | CCCN(CCC)C1Cc2cc(OC)c(OC)cc2C1 | -4 |
| 18 | COC[C@H]1OC(=O)c2coc3c2[C@@]1(C)C1=C(C3=O)C2CCC(=O)[C@@]2(C)C[C@H]1OC(C)=O (stereo not given in full) | 2 |
| 19 | CC(O)C(C)OC(=O)[C@@H]1C[C@@H]2c3cccc4c3c(cn4C(C)C)C[C@H]2N(C)C1 (stereo not given in full) | -1 |
| 20 | Cc1nc(-c2ccc(-c3ccc(C(=O)N4CCc5cc6c(cc54)C4(CCN(C)CC4)CO6)cc3)c(C)c2)no1 | -7 |
| 21 | c1ccc2sc(C3(N4CCCCC4)CCCCC3)cc2c1 | -2 |
| 22 | NC(=NCCC[C@H](N)C(=O)O)N[N+](=O)[O-] | 3 |
| 23 | CCCn1c(C)c(C(=O)c2ccc3ccccc3c2)c2ccccc21 | -2 |
| 24 | S=C(NC1CCCCC1)N1CCC(c2cnc[nH]2)CC1 | 2 |
| 25 | Ic1ccccc1CNC1C2CCN(CC2)C1C(c1ccccc1)c1ccccc1 (stereo not given) | 0 |
| 26 | O=c1[nH]oc2c1CCNC2 | -1 |
| 27 | COC(=O)c1cc2c(cn1)[nH]c1ccccc12 | -2 |
| 28 | CCCN(CCC)C1CCc2cccc(O)c2C1 (stereo not given) | 2 |
| 29 | CC(=O)c1c(O)c(C)c(O)c(Cc2c(O)c3c(c(C(=O)/C=C/c4ccccc4)c2O)OC(C)(C)C=C3)c1O | 20 |
| 30 | C[C@]12CCC3C(CC[C@H]4C[C@H](O)CC[C@]34C)C1CC[C@@H]2C(=O)CO (stereo not given in full) | -1 |

In another format: 4 of the compounds above
(27) COC(=O)c1cc2c(cn1)[nH]c1ccccc12
  Hsp90 block: -2
(20) Cc1nc(-c2ccc(-c3ccc(C(=O)N4CCc5cc6c(cc54)C4(CCN(C)CC4)CO6)cc3)c(C)c2)no1
  Hsp90 block: -7
(15) Oc1cc2c(cc1O)[C@H]1c3ccccc3CN[C@@H]1CC2
  Hsp90 block: 44
(29) CC(=O)c1c(O)c(C)c(O)c(Cc2c(O)c3c(c(C(=O)/C=C/c4ccccc4)c2O)OC(C)(C)C=C3)c1O
  Hsp90 block: 20

Part of the list above, reformatted.
[22] NC(=NCCC[C@H](N)C(=O)O)N[N+](=O)[O-]
- Hsp90 block: 3
[23] CCCn1c(C)c(C(=O)c2ccc3ccccc3c2)c2ccccc21
- Hsp90 block: -2
[24] S=C(NC1CCCCC1)N1CCC(c2cnc[nH]2)CC1
- Hsp90 block: 2
[25] Ic1ccccc1CNC1C2CCN(CC2)C1C(c1ccccc1)c1ccccc1 (stereo not given)
- Hsp90 block: 0

The main list resumes, repeating the 3 entries before the break.
| No. | smiles | Hsp90 block |
| --- | --- | --- |
| 28 | CCCN(CCC)C1CCc2cccc(O)c2C1 (stereo not given) | 2 |
| 29 | CC(=O)c1c(O)c(C)c(O)c(Cc2c(O)c3c(c(C(=O)/C=C/c4ccccc4)c2O)OC(C)(C)C=C3)c1O | 20 |
| 30 | C[C@]12CCC3C(CC[C@H]4C[C@H](O)CC[C@]34C)C1CC[C@@H]2C(=O)CO (stereo not given in full) | -1 |
| 31 | COc1ccc2[nH]cc(CCN3CCCC3)c2c1 | -10 |
| 32 | CC(N)c1cccc(Cl)c1Cl (stereo not given) | -2 |
| 33 | C#CCOC(=O)C1=CCCN(C)C1 | -2 |
| 34 | NCCc1c[nH]c2ccccc12 | 0 |
| 35 | NNC(=O)c1ccc(O)cc1 | 3 |
| 36 | Clc1cccc(N2CCNCC2)c1 | 0 |
| 37 | O=P(O)(O)C(Cl)(Cl)P(=O)(O)O | 0 |
| 38 | COc1ccc(CCN)cc1O | 0 |
| 39 | N[C@@H](Cn1cc(I)c(=O)[nH]c1=O)C(=O)O | 3 |

Screening data as filed in PubChem.

The list is partial; rates above refer to the full screens.
